Assay outcomes: PubChem BioAssay, NCI
sgs1 mgt1 – NCI yeast anticancer drug screen, S. cerevisiae sgs1 mgt1 strain; % growth inhibition at 50 µM; actives 10% (n = 78,000);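 note: 0% = growth of vehicle-only cultures of the same strain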
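Read-out: growth inhibition vs vehicle controls. Cells: mutant yeast strain deficient in DNA damage repair.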
mlh1 rad18 – NCI yeast anticancer drug screen, S. cerevisiae mlh1 rad18 strain; % growth inhibition at 50 µM; actives 11% (n = 79,000); AID 175;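 note: 0% = growth of vehicle-only cultures of the same strain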
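Growth inhibition of the yeast strain was measured after compound exposure and expressed relative to vehicle-treated controls. The strain carries defined defects in DNA damage repair.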
bub3 – NCI yeast anticancer drug screen, S. cerevisiae bub3 mutant strain; growth inhibition, % at 50 µM; actives 9.9% (n = 78,000);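 note: 0% = growth of vehicle-only cultures of the same strain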
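Mutant yeast screening strain plus compound; vehicle-treated cultures serve as the 0% inhibition reference.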
cln2 rad14 – NCI yeast anticancer drug screen, S. cerevisiae cln2 rad14 strain; AID 165; actives 8.3% (n = 78,000); growth inhibition, % at 50 µM;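 note: 0% = growth of vehicle-only cultures of the same strain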
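Growth inhibition, relative to vehicle-treated controls, is the read-out. The test organism is a yeast strain with defined genetic alterations, cln2 rad14.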
yeast rad50 – NCI yeast anticancer drug screen, S. cerevisiae rad50 strain | growth inhibition, % at 50 µM | actives 10% (n = 79,000);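 note: 0% = growth of vehicle-only cultures of the same strain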
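Genetically altered yeast (DNA repair pathway); compound treatment; growth inhibition vs vehicle ctrl.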
mec2-1 – NCI yeast anticancer drug screen, S. cerevisiae mec2-1 strain; growth inhibition, % at 50 µM; actives 9% (n = 79,000);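 note: 0% = growth of vehicle-only cultures of the same strain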
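Each compound was tested on mec2-1 yeast, a strain altered in DNA damage repair or cell cycle control. Growth inhibition is reported relative to vehicle.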
* hit, by the source's call; x = not tested or not shown; & = joins results of further samples. Cut-off read from the data, not from the text of the source: active = growth inhibition above about 70%; inactive = the rest.

#	SMILES	sgs1 mgt1	mlh1 rad18	bub3	cln2 rad14	yeast rad50	mec2-1
1	N#CCCC1(c2ccccc2)CCC/C(=C/c2ccccc2)C1=O (stereo not given)	2	3	17	7	12	14
2	c1ccc2c(c1)Cc1cc3ccccc3nc1-2	87*	97*	90*	92*	96*	87*
3	CCOC(=O)c1ccc(N(C=O)CCC(OCC)OCC)cc1	4	0	18	-49	-2	-6
4	Cc1ccccc1NC(=S)NC(=O)c1ccccc1	63	48	64	-35	31	19
5	CC(C)(C)OC(=O)NC(Cc1ccccc1)NC(=O)NC(=O)OCc1ccccc1 (stereo not given)	-6	-27	-14	-1	-25	-10
6	ONC(CC(O)(NO)NO)c1ccccc1 (stereo not given)	-21	-26	-28	13	-33	-32
7	COc1ccc(C2=NNC(=O)OC2c2ccccc2)cc1 (stereo not given)	28	29	26	-30	29	17
8	O/N=C(Sc1ccccn1)/C(=N/O)Sc1ccccn1	-3	5	5	-3	-7	0
9	CCc1oc2ccccc2c1C(=O)c1cc(Br)c(O)c(Br)c1	99*	99*	99*	99*	99*	99*
10	Oc1[nH]c2ccccc2c1N=Nc1nc(-c2ccc(Cl)c(Cl)c2)cs1	19	14	-9	18	-6	-4
11	CC(c1ccccc1)N1CC(=O)N([C@H](C)c2ccccc2)C1=O (stereo not given in full)	-8	-20	19	1	-4	-12
12	O=C(C(=S)c1ccccc1)N(Cc1ccccc1)Cc1ccccc1	96*	94*	94*	59	79*	89*
13	CCCCCCCCOC(=O)NC1c2ccccc2Oc2c(C)cccc21 (stereo not given)	9	13	-3	-30	2	6
14	Cc1c[nH]c2nc(C)n(-c3ccc(Cl)cc3)c(=N)c12	-7	-2	-6	-22	-6	1
15	NC(=O)CSc1ccccc1	10	-9	-4	10	8	2
16	N#Cc1ncn(CCO)c1N	3	-43	-4	4	9	-22
17	CCCCCCCCCCCCCCCCCCCCCC(=O)O	-21	-18	-2	-28	-16	-21
18	O=C(O)c1cc(-c2cccc3ccccc23)nc2cc3ccccc3cc12	13	21	40	6	10	10
19	O=C(C1=NNC(c2ccccc2)C1C(=O)c1ccccc1)c1ccccc1 (stereo not given)	79*	81*	75*	67	75*	31
20	Clc1nc(N2CCCCC2)c2[nH]cnc2n1	7	-1	-2	-10	-35	-6

Further records follow:
#	SMILES	sgs1 mgt1	mlh1 rad18	bub3	cln2 rad14	yeast rad50	mec2-1
21	O=C(O)c1ccc(Nc2nc3ccc(C(F)(F)F)cc3nc2C(=O)O)cc1	13	-16	10	11	-5	7
22	O=C(CBr)c1cc(-c2ccc(Cl)cc2)nc2c(Cl)cc(Cl)cc12	46	21	0	13	34	13
23	O=C1/C(=C/c2ccccc2)CSC/C1=C\c1ccccc1	48	30	63	43	25	45
24	COc1ccc(NC(C)=O)c([N+](=O)[O-])c1	19	6	-8	16	23	0
25	O=C(CCN1CCCCC1)c1ccccc1	0	-6	0	-23	31	-5
26	CC1=C(C(=O)Nc2ccccc2)C(c2ccc(C3C(C(=O)Nc4ccccc4)=C(C)NC(C)=C3C(=O)Nc3ccccc3)cc2)C(C(=O)Nc2ccccc2)=C(C)N1	53	85*	82*	41	70*	72*
27	O=C(O)/C=C/c1c2ccc(=O)cc-2oc2cc(O)ccc12	18&15	-6&5	17&-8	7&21	0&-10	30&-22
28	O=C1C(=O)N(c2ccc(Cl)cc2)C(=O)C(=Nc2cccc3c(=O)[nH][nH]c(=O)c23)C1c1nc2ccccc2o1 (stereo not given)	-1	20	35	50	5	20
29	Nc1cc([N+](=O)[O-])ccc1N1C(=O)CCCC1=O	-10	12	6	-6	-15	-5
30	CCOC(=O)Cc1cnc(NC(NC(=O)CC)(C(F)(F)F)C(F)(F)F)s1	-22	10	13	-1	2	11
31	CC(=O)Nc1ccc2ccc3ccccc3c2c1	16	24	-4	-19	37	9
32	Oc1ccc2ccccc2c1N=Nc1nccs1	x	78*	x	x	83*	91*
33	OCC[N+]1(CCO)CCOCC1	0	6	6	-15	8	-3
34	O=c1[nH]/c(=C/c2ccc3c(c2)OCO3)c(=O)[nH]/c1=C/c1ccc2c(c1)OCO2	-23	20	-34	-13	-24	-20
35	OCCN=C1c2cc(Cl)ccc2-c2c(Cl)cc(Cl)cc21	14	51	14	6	39	36
36	CCCC(C)c1c(Cl)nc(Cl)nc1Cl (stereo not given)	42	-9	11	21	6	26
37	O=C1/C(=C/c2ccccc2)CCC/C1=C\c1ccc(O)c(CN2CCCCC2)c1	89*	91*	82*	75*	-4	2
38	CC(C)CCC[C@@H](C)[C@H]1CC[C@H]2[C@@H]3CC[C@H]4OCCC[C@]4(C)[C@H]3CC[C@]12C	-3	-3	-14	-44	-7	-5
39	OC1COC2CC(Nc3ccccn3)OC12 (stereo not given)	-16	-14	-10	0	-37	-41
40	CCN1C(=O)CC(SCCSC2CC(=O)N(CC)C2=O)C1=O (stereo not given)	6	-2	14	-7	17	-8

A section taken from the entries so far:
#	SMILES	sgs1 mgt1	mlh1 rad18	bub3	cln2 rad14	yeast rad50	mec2-1
22	O=C(CBr)c1cc(-c2ccc(Cl)cc2)nc2c(Cl)cc(Cl)cc12	46	21	0	13	34	13
23	O=C1/C(=C/c2ccccc2)CSC/C1=C\c1ccccc1	48	30	63	43	25	45
24	COc1ccc(NC(C)=O)c([N+](=O)[O-])c1	19	6	-8	16	23	0
25	O=C(CCN1CCCCC1)c1ccccc1	0	-6	0	-23	31	-5
26	CC1=C(C(=O)Nc2ccccc2)C(c2ccc(C3C(C(=O)Nc4ccccc4)=C(C)NC(C)=C3C(=O)Nc3ccccc3)cc2)C(C(=O)Nc2ccccc2)=C(C)N1	53	85*	82*	41	70*	72*
27	O=C(O)/C=C/c1c2ccc(=O)cc-2oc2cc(O)ccc12	18&15	-6&5	17&-8	7&21	0&-10	30&-22
28	O=C1C(=O)N(c2ccc(Cl)cc2)C(=O)C(=Nc2cccc3c(=O)[nH][nH]c(=O)c23)C1c1nc2ccccc2o1 (stereo not given)	-1	20	35	50	5	20
29	Nc1cc([N+](=O)[O-])ccc1N1C(=O)CCCC1=O	-10	12	6	-6	-15	-5
30	CCOC(=O)Cc1cnc(NC(NC(=O)CC)(C(F)(F)F)C(F)(F)F)s1	-22	10	13	-1	2	11
31	CC(=O)Nc1ccc2ccc3ccccc3c2c1	16	24	-4	-19	37	9
32	Oc1ccc2ccccc2c1N=Nc1nccs1	x	78*	x	x	83*	91*
33	OCC[N+]1(CCO)CCOCC1	0	6	6	-15	8	-3
34	O=c1[nH]/c(=C/c2ccc3c(c2)OCO3)c(=O)[nH]/c1=C/c1ccc2c(c1)OCO2	-23	20	-34	-13	-24	-20
35	OCCN=C1c2cc(Cl)ccc2-c2c(Cl)cc(Cl)cc21	14	51	14	6	39	36
36	CCCC(C)c1c(Cl)nc(Cl)nc1Cl (stereo not given)	42	-9	11	21	6	26
37	O=C1/C(=C/c2ccccc2)CCC/C1=C\c1ccc(O)c(CN2CCCCC2)c1	89*	91*	82*	75*	-4	2
38	CC(C)CCC[C@@H](C)[C@H]1CC[C@H]2[C@@H]3CC[C@H]4OCCC[C@]4(C)[C@H]3CC[C@]12C	-3	-3	-14	-44	-7	-5
39	OC1COC2CC(Nc3ccccn3)OC12 (stereo not given)	-16	-14	-10	0	-37	-41
40	CCN1C(=O)CC(SCCSC2CC(=O)N(CC)C2=O)C1=O (stereo not given)	6	-2	14	-7	17	-8

Next part.
#	SMILES	sgs1 mgt1	mlh1 rad18	bub3	cln2 rad14	yeast rad50	mec2-1
41	O=C(O)c1ccccc1/C=C\c1ccccc1	21	10	9	-16	7	-5
42	CSCCCNC(=O)c1csc(-c2csc(CCNC(=O)[C@@H](NSc3ccccc3[N+](=O)[O-])[C@@H](C)O)n2)n1	1	19	1	-22	0	6
43	Cc1cc(=O)[nH]c(NN)n1	-2	2	22	23	1	-2
44	C[n+]1cccc(NC(=O)COc2ccc(Cl)c(Cl)c2)c1	-5	22	-2	-18	15	4
45	Nc1nc(Br)nc2c1ncn2C1CC(O)C(CO)O1 (stereo not given)	25	22	38	4	4	-15
46	O=[N+]([O-])c1ccc2nc(Cl)cnc2c1	16	39	4	-5	25	31
47	c1cc2c(cc1C1SCSCS1)OCO2	0	-15	3	-6	-19	-3
48	CCCCNC(=O)Nc1cc(C)ccc1C	-1	2	8	-10	0	2
49	Cc1nc2c(N)n[nH]c(=O)n2n1	-19	-5	7	-54	-21	-14
50	C=COC(=O)N[C@H]1CCc2cc(OC)c(OC)c(OC)c2-c2ccc(SC)c(=O)cc21	38	29	34	20	38	31
51	O=C(NCO)c1ccncc1	18	21	25	-2	24	8
52	CC1(c2ccc(Cl)cc2)OC(=O)c2c1ccc1ccccc21 (stereo not given)	98*	96*	98*	89*	98*	94*
53	O=C1c2ccccc2C(=O)c2c1ccc(C1C(=O)c3ccccc3C1=O)c2-c1c(C2C(=O)c3ccccc3C2=O)ccc2c1C(=O)c1ccccc1C2=O	-36	4	-33	-18	-18	-17
54	N#Cc1cccc(N2C(=O)c3ccc(C(=O)c4ccc5c(c4)C(=O)N(c4cccc(C#N)c4)C5=O)cc3C2=O)c1	-49	-12	-1	24	-26	-16
55	CCCCCCC#CC(=O)O	0	30	-4	16	8	-4
56	O=C(CCC(=O)Nc1cccc([N+](=O)[O-])c1)CC(=O)c1ccc(Cl)cc1	-8	-23	-12	-25	-27	-4
57	O=C(CN(Cc1ccccc1)Cc1ccccc1)C(O)C1OC(c2ccccc2)OCC1O (stereo not given)	-2	-4	-2	-4	1	-6
58	Cc1cccc(NC(=O)Nc2ccccc2)c1C	-5	-1	-14	-29	1	-1
59	CN(Cc1ccccc1)C(OCc1ccccc1)c1ccccc1 (stereo not given)	10	5	20	-8	3	-13
60	C=C1COC(O)(C2OCOC(C3CC(=O)NC(=O)C3)C2O)C1C (stereo not given)	91*	x	89*	90*	88*	91*

Continued.
#	SMILES	sgs1 mgt1	mlh1 rad18	bub3	cln2 rad14	yeast rad50	mec2-1
61	Cc1cccc(C)c1NC(=O)CCC(=O)CC(=O)C(C)C	-6	-13	7	3	-3	-5
62	CNCC1(c2ccccc2)CCNCC1	-5	-4	-5	-30	-15	-1
63	CN(C)c1ccc(N=Nc2ccc(S(=O)(=O)O)cc2)cc1.CN(C)c1ccc(N=Nc2ccc(S(=O)(=O)O)cc2)cc1.[NH-]C1CCCCC1[NH-].[Pt+2]	10	4	16	-9	24	7
64	CCCCCCCCCN(CCCCCCCCC)CC(O)c1cc2c(c3ccccc13)CCCC2 (stereo not given)	99*	99*	96*	99*	99*	91*
65	C/C(=N\OCC(O)CNCCSCc1ccccc1)c1ccccc1Cl (stereo not given)	87*	95*	86*	67	81*	83*
66	CCCCN(CCCC)C(=O)C(=O)CC(=O)/C=C/c1ccccc1	4	-18	-19	5	-15	-18
67	O=C1c2cc(F)ccc2-c2c(F)cc(F)c(F)c21	41	47	6	35	82*	56
68	O=C1Nc2cccc3cc(NCC(O)CCCl)cc1c23 (stereo not given)	18	21	15	-6	17	3
69	O=C1OC(=O)C2(Cl)C3C=CC(C3)C12 (stereo not given)	-16	5	-16	-73	9	-8
70	CCC(C)CCC(C)(O)CC (stereo not given)	-5	1	16	-43	10	-10
71	Brc1ccccc1/C=N\N=C\c1ccccc1Br	12	5	-6	-5	13	2
72	Cc1ccc2c(c1)[nH]c(=S)n2/C=C1\C(=O)Oc2ccccc2C1=O	-44	-46	-42	-32	-44	-42
73	Cc1ccc(NC(=S)N2CCOCC2)cc1C	30	-2	4	8	1	-17
74	CCOC(=O)C1(C)CCCC1=O (stereo not given)	4	0	3	7	14	-9
75	Cc1ccc(S(=O)(=O)C(Cc2cc(Cl)cc(Cl)c2O)C(=O)c2ccccc2)cc1 (stereo not given)	-8	-16	-3	-18	0	-1
76	O=C1C(c2ccccc2)=C(c2ccccc2)C(c2ccc(CCCCCCc3ccc(C4=C(c5ccccc5)C(=O)C(c5ccccc5)=C4c4ccccc4)cc3)cc2)=C1c1ccccc1	20	16	6	23	23	26
77	Nc1n[nH]c(=S)s1	7	4	-12	-9	7	-12
78	Cc1ncc(CO)c(/C=N/NC(N)=S)c1O	4	14	0	-35	3	-14
79	O=C(O)C(c1cccs1)C1(O)CCCCC1 (stereo not given)	-2	-5	-2	-2	-1	-7
80	Nc1ncnc2c1cnn2-c1ccccc1	-5	-13	-2	-33	-12	-13
81	O=C1CCC=Cc2c(O)ccc(O)c21	18	28	-1	1	9	-5

Compounds as they come; 13% or so of the library scored in one or more.
